MazF activator: increases E. coli MazEF RNase cleavage of RNA; P0AE70; FAM/BHQ RNA-DNA oligo cleavage fluorescence, 5 h; activation, % at 20 µM; hit rate 0.32% among 350,000; AID 504720; in the data active = activation above about 50%
Target sequence (P0AE70 whole entry, looked up): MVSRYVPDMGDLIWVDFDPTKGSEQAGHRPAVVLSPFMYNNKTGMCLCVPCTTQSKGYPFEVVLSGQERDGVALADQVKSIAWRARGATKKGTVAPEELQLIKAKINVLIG
SSB-PriA inh: blocks PriA binding to SSB C-terminal tail. inhibition, % at 33 µM. AlphaScreen SSBct-PriA binding, biotinylated peptide. hit rate 0.6% among 430,000; in the data active = inhibition mostly above about 37%, no sharp cut-off; inactive = mostly below about 20%;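 also: plate controls were negative control peptide for no effect and reference peptide for full effect; strong numbers were not always called active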
Y pestis TopoI: inhibitors of Yersinia pestis topoisomerase I; Y. pestis Topo-I cleavage product accumulation, plate reader; activity, % at 10 µM; hit rate 0.064% among 360,000; in the data active = activity above about 50%, passing the limit was not always enough; also: inactives centre near 2
Anthrax LF inh2: blocks Bacillus anthracis lethal factor protease; P15917; multiplex microsphere protease cleavage assay, LF; inhibition, % at 10 µM; hit rate 0.12% among 360,000; in the data active = inhibition above about 30%; also: plate controls were buffer without enzyme for full effect and enzyme alone for no effect
VHR inh abs: DUSP3 (human) phosphatase inhibition. recombinant VHR phosphatase, pNPP absorbance. inhibition, % at 13.3 µM. hit rate 0.52% among 290,000. P51452; in the data active = inhibition above about 50%; also: some compounds called inactive have numbers as strong as hits
Target sequence (P51452 whole entry, looked up): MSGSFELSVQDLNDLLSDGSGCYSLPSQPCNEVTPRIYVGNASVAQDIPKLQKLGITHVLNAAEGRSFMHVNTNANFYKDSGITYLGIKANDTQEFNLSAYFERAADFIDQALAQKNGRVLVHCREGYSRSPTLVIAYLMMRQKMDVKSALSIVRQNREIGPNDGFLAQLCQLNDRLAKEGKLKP
BH1578 lux ind: quorum light induction in luxS cqsA deficient V. cholerae. V. cholerae BH1578 lux reporter, luminescence, 6 h. activation, % at 18.7 µM. hit rate 0.16% among 350,000; in the data active = activation mostly above about 9.7%, no sharp cut-off; also: not every result past the cut was called active; inactives centre near 0; reference of the scale not given here
TcdB inh: blocks C. difficile toxin B glycohydrolase activity. P18177. TcdB glycohydrolase enzymatic assay, plate reader. inhibition, % at 9.99 µM. hit rate 0.24% among 350,000. AID 652162; in the data active = inhibition above about 10%
Rv3671c protease: inhibits the M. tuberculosis serine protease Rv3671c; inhibition, % at 5.96 µM; AID 2606; hit rate 0.048% among 320,000; in the data active = inhibition above about 38%;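 also: extracellular domain of Rv3671c used as enzyme; 0% = enzyme with DMSO and 100% = no enzyme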
Target sequence (P9WHR9 whole entry, looked up, the tested form may be a part): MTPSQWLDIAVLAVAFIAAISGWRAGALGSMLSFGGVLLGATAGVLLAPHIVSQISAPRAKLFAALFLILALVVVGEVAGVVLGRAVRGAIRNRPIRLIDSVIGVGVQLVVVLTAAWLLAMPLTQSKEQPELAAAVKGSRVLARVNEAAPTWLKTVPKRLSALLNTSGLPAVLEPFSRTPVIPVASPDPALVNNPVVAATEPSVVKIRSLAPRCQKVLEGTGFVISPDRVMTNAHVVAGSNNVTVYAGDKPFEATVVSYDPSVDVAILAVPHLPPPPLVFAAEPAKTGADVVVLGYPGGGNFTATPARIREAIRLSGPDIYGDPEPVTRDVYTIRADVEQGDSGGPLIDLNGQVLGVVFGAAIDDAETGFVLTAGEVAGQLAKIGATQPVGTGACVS
3CLpro inhibitor: SARS-CoV 3CLpro protease inhibition; P0C6X7; recombinant SARS-CoV 3CLpro, quenched FRET peptide cleavage; inhibition, % at 6 µM; hit rate 0.14% among 290,000; in the data active = inhibition above about 12%
PfHsp40 rescue: rescue of PfHsp40-mediated yeast toxicity; AID 504582; S. cerevisiae expressing PfHsp40, growth rescue, ATP luminescence; hit rate 0.68% among 340,000; growth rescue, % at 12.5 µM; in the data active = growth rescue above about 28%, passing the limit was not always enough;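 also: yeast W303a lacking pdr1 and pdr3 grown in galactose medium; growth measured after three days at 30 °C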
Numbers without * were called inactive; & = joins results of further samples. Only part of the results is shown. The share of hits here may be higher or lower than overall.

Cc1cccc2cc(C(c3nnnn3C(C)(C)C)N(Cc3ccco3)CC3CCCO3)c(=O)[nH]c12 (centres undefined) was read as MazF activator -3, SSB-PriA inh -15, Y pestis TopoI 9, Anthrax LF inh2 -2, VHR inh abs 19, BH1578 lux ind 0.2, Rv3671c protease 4, 3CLpro inhibitor -2 and PfHsp40 rescue -0.7.
CCOc1cnc(C(=O)NNC(=O)c2ccccc2Br)o1 was read as MazF activator 6, SSB-PriA inh -6, Y pestis TopoI 7, Anthrax LF inh2 -9, VHR inh abs 16, BH1578 lux ind -0.3, TcdB inh -1.3, Rv3671c protease 5, 3CLpro inhibitor 6 and PfHsp40 rescue -1.5.
`O=C(CSc1nccc(=O)[nH]1)Nc1ccccc1Sc1ccccc1` gave MazF activator 1, SSB-PriA inh -18, Y pestis TopoI 6, Anthrax LF inh2 3, VHR inh abs 22, BH1578 lux ind -0.4, TcdB inh -1.3, Rv3671c protease -2, 3CLpro inhibitor -3 and PfHsp40 rescue -0.4.
For COc1ccccc1NS(=O)(=O)c1cc(C(=O)NCC(c2ccco2)N2CCCCC2)ccc1C (centres undefined) the results were MazF activator -2, SSB-PriA inh 1, Y pestis TopoI 18, Anthrax LF inh2 4, BH1578 lux ind -5.0, TcdB inh -0.9, Rv3671c protease 0 and PfHsp40 rescue -0.3.
Cc1cc(=O)oc2cc(NC(=S)NCc3cccnc3)ccc12 was read as MazF activator 1, SSB-PriA inh -5, Y pestis TopoI 4, Anthrax LF inh2 3, VHR inh abs -6, BH1578 lux ind -0.7, TcdB inh -0.1, Rv3671c protease -5, 3CLpro inhibitor 2 and PfHsp40 rescue -1.1.
Screening Cc1ccccc1NC(=O)c1ccc(OCC(=O)Nc2ccccc2F)cc1 returned MazF activator -13, SSB-PriA inh -8, Y pestis TopoI 5, Anthrax LF inh2 1, VHR inh abs -3, BH1578 lux ind inactive, TcdB inh 1.1, Rv3671c protease 2, 3CLpro inhibitor 3 and PfHsp40 rescue 1.7.
For C[C@H](CO)N1C[C@H](C)[C@@H](CN(C)S(=O)(=O)c2cccc(C#N)c2)OCc2cnnn2CCCC1=O the results were MazF activator 2, Y pestis TopoI -2, Anthrax LF inh2 -1, BH1578 lux ind inactive and TcdB inh 1.1&-0.8.
Cc1nn(Cc2ccccc2)c(C)c1NC(=O)CCC(=O)O was read as MazF activator -11, SSB-PriA inh -18, Y pestis TopoI 7, Anthrax LF inh2 -2, VHR inh abs 8, BH1578 lux ind inactive, Rv3671c protease -3, 3CLpro inhibitor -2 and PfHsp40 rescue -0.7.
For C=CCn1cccc(/C=C/C(=O)c2ccc(C(C)(C)C)cc2)c1=S the results were MazF activator 4, SSB-PriA inh 18, Y pestis TopoI 35, Anthrax LF inh2 13, VHR inh abs -2, BH1578 lux ind -0.1, Rv3671c protease -3, 3CLpro inhibitor 3 and PfHsp40 rescue 0.9.
Screening CCn1c(CC(=O)Nc2ccc(C)c(Cl)c2)nnc1SCc1ccc(Cl)c(Cl)c1 returned MazF activator -98, SSB-PriA inh -4, Y pestis TopoI 17, Anthrax LF inh2 1, VHR inh abs 22, BH1578 lux ind -7.1, Rv3671c protease -6, 3CLpro inhibitor 7 and PfHsp40 rescue -1.1.
Screening CCOc1ccc(OCCC(=O)Nc2cccc(S(=O)(=O)N3CCCC3)c2)cc1 returned MazF activator 2, SSB-PriA inh 6, Y pestis TopoI 21, BH1578 lux ind 0.4, TcdB inh 1.7 and PfHsp40 rescue -1.1.
CN(C)C(=O)CCSc1nnc(-c2ccncc2)o1 was read as MazF activator 1, SSB-PriA inh 2, Y pestis TopoI 0, Anthrax LF inh2 -2, VHR inh abs -7, BH1578 lux ind -0.2, TcdB inh 1.5, Rv3671c protease 6, 3CLpro inhibitor 0 and PfHsp40 rescue -0.1.
CCCn1c(C)cc(C(=O)COC(=O)c2ccc(Cl)c(S(=O)(=O)N3CCCC3)c2)c1C was read as MazF activator -2, SSB-PriA inh 1, Y pestis TopoI 24, Anthrax LF inh2 -5, VHR inh abs 6, BH1578 lux ind 1.7, Rv3671c protease -7, 3CLpro inhibitor -2 and PfHsp40 rescue 0.4.
`C=CCSc1nc2sc3c(c2c(=O)[nH]1)CCC3` gave MazF activator 6, SSB-PriA inh 11, Y pestis TopoI 4, Anthrax LF inh2 1, VHR inh abs 22, BH1578 lux ind -0.1, TcdB inh 0.8, Rv3671c protease -12, 3CLpro inhibitor 3 and PfHsp40 rescue -0.7.
Screening COc1ccc(/C=N/Nc2nc3ccccc3s2)cc1O returned MazF activator 7, Y pestis TopoI -7, Anthrax LF inh2 -1, VHR inh abs 16, BH1578 lux ind inactive, TcdB inh 2.0, 3CLpro inhibitor 1 and PfHsp40 rescue 8.5.
`Clc1ccc(-c2cn3cccnc3n2)cc1` gave MazF activator 8, SSB-PriA inh -9, Y pestis TopoI -2, Anthrax LF inh2 1, VHR inh abs 14, BH1578 lux ind 2.8, Rv3671c protease 2, 3CLpro inhibitor -3 and PfHsp40 rescue 0.7.
CCOC(=O)C#CC(CCc1ccccc1)OS(N)(=O)=O (centres undefined) was read as MazF activator -1, SSB-PriA inh -6, Y pestis TopoI 4, Anthrax LF inh2 -2, VHR inh abs 17, BH1578 lux ind inactive, TcdB inh 1.4, Rv3671c protease 1, 3CLpro inhibitor 2 and PfHsp40 rescue 1.4.
`c1cncc(CN2CCN(c3cc(-c4cnc5ccccc5c4)nc4ccnn34)CC2)c1` gave Y pestis TopoI -3, Anthrax LF inh2 -10, BH1578 lux ind 0.0 and TcdB inh -0.1.
Screening O=C(Cc1ncc(C(F)(F)F)cc1Cl)N1CCN(c2cccc(Cl)c2)CC1 returned MazF activator -6, SSB-PriA inh 2, Y pestis TopoI 22, Anthrax LF inh2 -22, VHR inh abs 0, BH1578 lux ind -0.4, Rv3671c protease -1, 3CLpro inhibitor 5 and PfHsp40 rescue -1.1.
`COc1cccc(C(=O)NC2CC3CCCC(C2)N3CC(=O)Nc2ccccc2C(F)(F)F)c1` (centres undefined) gave MazF activator -31, SSB-PriA inh -9, Y pestis TopoI 16, Anthrax LF inh2 5, VHR inh abs 8, BH1578 lux ind -0.5, TcdB inh -1.6, Rv3671c protease 1, 3CLpro inhibitor -2 and PfHsp40 rescue -0.2.

The list goes on, overlapping the part above by 2 compounds.
Screening O=C(Cc1ncc(C(F)(F)F)cc1Cl)N1CCN(c2cccc(Cl)c2)CC1 returned MazF activator -6, SSB-PriA inh 2, Y pestis TopoI 22, Anthrax LF inh2 -22, VHR inh abs 0, BH1578 lux ind -0.4, Rv3671c protease -1, 3CLpro inhibitor 5 and PfHsp40 rescue -1.1.
`COc1cccc(C(=O)NC2CC3CCCC(C2)N3CC(=O)Nc2ccccc2C(F)(F)F)c1` (centres undefined) gave MazF activator -31, SSB-PriA inh -9, Y pestis TopoI 16, Anthrax LF inh2 5, VHR inh abs 8, BH1578 lux ind -0.5, TcdB inh -1.6, Rv3671c protease 1, 3CLpro inhibitor -2 and PfHsp40 rescue -0.2.
Screening Cc1cc(C2(c3ccc(O)c(C)c3)C(=O)N(C)c3ccc(Br)cc32)ccc1O returned MazF activator 2, SSB-PriA inh -5, Y pestis TopoI -2, BH1578 lux ind inactive, TcdB inh -1.5, Rv3671c protease -5 and PfHsp40 rescue 1.6.
Screening O=C(CCC1CCCC1)N1CCC(N2CCN(c3ccccc3)CC2)CC1 returned MazF activator 5, SSB-PriA inh 2, Y pestis TopoI 32, Anthrax LF inh2 -4, VHR inh abs 45, BH1578 lux ind -0.3, Rv3671c protease -8, 3CLpro inhibitor 7 and PfHsp40 rescue 0.3.
Screening CCOCCCN1CC(C(=O)NCCc2ccccc2)CC1=O (centres undefined) returned MazF activator 7, SSB-PriA inh 3, Y pestis TopoI 7, Anthrax LF inh2 7, VHR inh abs 7, BH1578 lux ind inactive, Rv3671c protease -12, 3CLpro inhibitor 5 and PfHsp40 rescue -0.9.
`CNC(=O)CSc1nc2nc(C)cc(C)n2n1` gave MazF activator 1, SSB-PriA inh -6, Y pestis TopoI -5, Anthrax LF inh2 -3, VHR inh abs 19, BH1578 lux ind -5.6, Rv3671c protease -7, 3CLpro inhibitor 0 and PfHsp40 rescue -1.7.
Screening O=C1NN(c2ccccc2)C(=O)C2C1C1C=CC2C12CC2 (centres undefined) returned MazF activator -5, SSB-PriA inh 5, Y pestis TopoI -3, Anthrax LF inh2 1, VHR inh abs 0, BH1578 lux ind inactive, Rv3671c protease 0, 3CLpro inhibitor 2 and PfHsp40 rescue -1.6.
For COc1ccc(NC(=O)CC(C)(C)C)c([N+](=O)[O-])c1 the results were MazF activator 9, SSB-PriA inh 0, Y pestis TopoI 5, Anthrax LF inh2 -2, VHR inh abs 5, BH1578 lux ind -2.8, Rv3671c protease 2, 3CLpro inhibitor 0 and PfHsp40 rescue 0.0.
Screening CCC(C)NC(=O)Nc1ccc(C)cc1C (centres undefined) returned MazF activator 5, SSB-PriA inh -15, Y pestis TopoI 2, Anthrax LF inh2 -2, VHR inh abs 22, BH1578 lux ind -0.5, TcdB inh 0.6, Rv3671c protease 19, 3CLpro inhibitor 6 and PfHsp40 rescue -0.2.
For CC(OC(=O)/C=C/c1cccs1)C(=O)Nc1ccc(S(N)(=O)=O)cc1 (centres undefined) the results were MazF activator 0, SSB-PriA inh -6, Y pestis TopoI 2, Anthrax LF inh2 3, VHR inh abs 9, BH1578 lux ind inactive, TcdB inh 1.1, Rv3671c protease -4, 3CLpro inhibitor 4 and PfHsp40 rescue -0.5.
`O=C(O)CSc1nnc(-c2ccncc2)n1C1CCCCC1` gave MazF activator 6, SSB-PriA inh 8, Y pestis TopoI 7, Anthrax LF inh2 0, VHR inh abs 22, BH1578 lux ind inactive, Rv3671c protease 6, 3CLpro inhibitor -2 and PfHsp40 rescue -0.2.
C=CCn1cnc2c(nnn2-c2ccc(OC)c(OC)c2)c1=O was read as MazF activator 4, SSB-PriA inh 7, Y pestis TopoI 3, Anthrax LF inh2 6, VHR inh abs 5, BH1578 lux ind 3.6, TcdB inh 1.0, Rv3671c protease 5, 3CLpro inhibitor 3 and PfHsp40 rescue 0.3.
`CCOC(=O)C1=C(C)C(c2ccc(OC)cc2)NC(=O)N1` (centres undefined) gave MazF activator 8, SSB-PriA inh -5, Y pestis TopoI -5, Anthrax LF inh2 -2, VHR inh abs 12, BH1578 lux ind inactive, TcdB inh 0.0, Rv3671c protease 0, 3CLpro inhibitor 4 and PfHsp40 rescue 0.1.
`CCOC(=O)C1CCN(Cc2cn[nH]c2-c2ccccc2)CC1` gave MazF activator 11, SSB-PriA inh -32, Y pestis TopoI 1, Anthrax LF inh2 3, VHR inh abs 27, BH1578 lux ind inactive, Rv3671c protease 0, 3CLpro inhibitor -1 and PfHsp40 rescue 1.7.
`Cc1ccc(OCC(=O)OCc2nc3scc(-c4ccccc4)c3c(=O)[nH]2)cc1C` gave MazF activator -10, SSB-PriA inh -2, Y pestis TopoI 44, Anthrax LF inh2 5, BH1578 lux ind -0.7, TcdB inh 1.0, Rv3671c protease 3 and PfHsp40 rescue 0.1.
`Cc1ccc(C(=O)Nc2ccccc2-c2ccccc2)cc1S(=O)(=O)Nc1ccccc1` gave MazF activator -4, SSB-PriA inh 0, Y pestis TopoI 5, Anthrax LF inh2 -10, BH1578 lux ind inactive, TcdB inh 0.5, Rv3671c protease -90 and PfHsp40 rescue 2.2.
`CC(C)C(=O)N1CCC2(CC1)Oc1ccc(Cl)cc1C(=O)C21CC(c2cccnc2)=NO1` (centres undefined) gave MazF activator 9, SSB-PriA inh 0, Y pestis TopoI 29, Anthrax LF inh2 4, VHR inh abs -4, BH1578 lux ind -0.3, TcdB inh 1.1, Rv3671c protease -11 and PfHsp40 rescue -0.6.
COC(=O)c1ccc(CNC(=O)c2cc3ccccc3oc2=O)cc1 was read as MazF activator 6, SSB-PriA inh -10, Y pestis TopoI 4, Anthrax LF inh2 5, VHR inh abs 9, BH1578 lux ind -0.2, TcdB inh 3.0, Rv3671c protease -9, 3CLpro inhibitor 3 and PfHsp40 rescue 3.9.
`COc1ccccc1C(=O)NC(=O)COC(=O)C1CCC1` gave MazF activator 4, SSB-PriA inh -10, Y pestis TopoI 0, Anthrax LF inh2 0, BH1578 lux ind -0.6, TcdB inh 2.0, Rv3671c protease 4 and PfHsp40 rescue 0.2.
